STK33 inh = inhibitors of human STK33 kinase; AID 2661; inhibition, % at 10 µM; 320,000 compounds, 0.073% hits; Q9BYT3; purified STK33, MBP phosphorylation, ADP-Glo luminescence;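 active means inhibition at or above 25%, using the most active replicate where run in duplicate; inactive means inhibition below 25%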
Target sequence (Q9BYT3 whole entry, looked up): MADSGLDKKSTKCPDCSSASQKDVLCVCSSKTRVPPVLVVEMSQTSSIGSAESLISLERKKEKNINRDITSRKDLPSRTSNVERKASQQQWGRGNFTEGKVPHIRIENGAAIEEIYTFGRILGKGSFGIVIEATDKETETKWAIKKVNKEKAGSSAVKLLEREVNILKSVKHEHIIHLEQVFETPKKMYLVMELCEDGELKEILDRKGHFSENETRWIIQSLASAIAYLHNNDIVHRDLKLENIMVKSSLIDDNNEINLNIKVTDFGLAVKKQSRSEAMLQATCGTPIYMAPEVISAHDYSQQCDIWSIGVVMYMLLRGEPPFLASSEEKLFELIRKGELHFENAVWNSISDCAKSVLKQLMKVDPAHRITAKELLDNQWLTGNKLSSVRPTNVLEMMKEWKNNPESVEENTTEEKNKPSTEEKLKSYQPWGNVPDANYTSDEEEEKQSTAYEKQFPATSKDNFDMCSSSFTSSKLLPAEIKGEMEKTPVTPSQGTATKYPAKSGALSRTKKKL
OX1R antag = antagonists of human orexin 1 receptor (OX1R); O43613; OX1R-expressing cells, FRET antagonist read-out; inhibition, % at 6.6 µM; 330,000 compounds, 1.8% hits; in the data active means inhibition mostly above about 38%, no sharp cut-off; inactive means mostly below about 40%;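 further: 0% = agonist challenge alone and 100% = reference antagonist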
Target sequence (O43613 whole entry, looked up): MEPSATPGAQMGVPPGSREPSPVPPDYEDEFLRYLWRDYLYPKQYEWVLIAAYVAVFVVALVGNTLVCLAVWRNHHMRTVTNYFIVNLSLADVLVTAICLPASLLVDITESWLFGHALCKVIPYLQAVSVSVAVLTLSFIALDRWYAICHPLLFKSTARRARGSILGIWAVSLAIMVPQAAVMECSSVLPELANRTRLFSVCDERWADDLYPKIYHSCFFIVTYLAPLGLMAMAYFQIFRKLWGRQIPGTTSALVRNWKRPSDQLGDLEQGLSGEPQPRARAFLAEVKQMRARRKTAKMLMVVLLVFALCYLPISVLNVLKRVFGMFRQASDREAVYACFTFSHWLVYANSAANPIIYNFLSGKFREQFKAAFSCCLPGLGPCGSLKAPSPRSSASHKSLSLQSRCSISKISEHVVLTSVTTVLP
The depositor's hits bear a star; nt = no result given; + = active, no number. Only part of the results is shown, so the mix of outcomes need not match the whole.

Start of the data: the first 6 entries as a preview:
SMILES	STK33 inh	OX1R antag
Cc1nn(Cc2ccc(Cl)cc2Cl)c(Cl)c1C(=O)NC1CCCc2ccccc21 (stereo not drawn)	-4.3	13
C/C(=N\Nc1ccccc1)c1c(O)[nH]c(=O)[nH]c1=O	-1.7	12
C/C(=N\N1CCCCCC1)c1c(O)n(C)c(=O)n(C)c1=O	-0.3	18
O=C1CN(O)C(c2ccccc2)=c2cc(Cl)ccc2=N1	-1.7	8
C#CCN(C)[C@H](C)Cc1ccccc1	-1.8	12
O=S(=O)(c1ccc(F)cc1)N1CCCC1c1cccnc1 (stereo not drawn)	-0.4	2

The whole of this part, repeating the preview:
SMILES	STK33 inh	OX1R antag
Cc1nn(Cc2ccc(Cl)cc2Cl)c(Cl)c1C(=O)NC1CCCc2ccccc21 (stereo not drawn)	-4.3	13
C/C(=N\Nc1ccccc1)c1c(O)[nH]c(=O)[nH]c1=O	-1.7	12
C/C(=N\N1CCCCCC1)c1c(O)n(C)c(=O)n(C)c1=O	-0.3	18
O=C1CN(O)C(c2ccccc2)=c2cc(Cl)ccc2=N1	-1.7	8
C#CCN(C)[C@H](C)Cc1ccccc1	-1.8	12
O=S(=O)(c1ccc(F)cc1)N1CCCC1c1cccnc1 (stereo not drawn)	-0.4	2
NCCc1ccc(OCc2ccccc2)c(OCc2ccccc2)c1	-0.6	-7
O=C1Nc2cc(C(=O)N3CCC4(CC3)OCCO4)ccc2S/C1=C\c1ccccc1	0.3	2
COc1nc2ccccc2c(=O)n1-c1ccc(Cl)cc1	-0.6	30
CCn1nc(-c2ccccc2)nc2c(=O)n(C)c(=O)nc1-2	2.7	+
COc1ccc(OCC(=O)N2CCN(C(C)C)CC2)cc1	-1.1	12
COC(=O)C1=C(c2ccccc2)C[C@@H]2CC[C@H]1N2C(=O)N1CCCCC1	0.5	14
O=C1N(c2nncs2)CCN1[N+](=O)[O-]	-0.9	9
CNS(=O)(=O)c1ccc(-c2ccc(C=C3C(=O)NC(=O)NC3=O)o2)cc1	-3.6	14
Cc1cc(/C=C2\C(=O)NC(=O)N(C)C2=O)c(C)n1-c1ccc2c(c1)OCO2	0.8	11
CC1(O)CCN2C(=O)CCc3cccc1c32 (stereo not drawn)	5.6	7
COCCN1C(=O)/C(=C/c2c(OC)cc(OC)cc2OC)C(=O)N(c2ccccc2)C1=O	-0.3	0
O=C(N=Nc1c(O)[nH]c(=O)[nH]c1=O)C1COc2ccccc2O1 (stereo not drawn)	-0.1	2
COc1ccc(CN2CCN(Cc3ccccc3OC)CC2)cc1	-0.5	27
CCCC(=O)c1c(O)[nH]c(=O)[nH]c1=O	-1.1	8
CN1C(=O)C(=Cc2ccc(OCC(=O)Nc3ccccc3)cc2)C(=O)N(C)C1=O	-0.1	-6
CSc1ncc(CN2CCCC(C(=O)c3cccc(Cl)c3)C2)cn1 (stereo not drawn)	-0.7	11
COc1ccc(OCC(=O)N2CCN(C/C=C/c3ccccc3)CC2)cc1	-0.1	16
O=C(O)C1C(C(=O)O)C2(Cl)C(Cl)=C(Cl)C1(Cl)C2(Cl)Cl (stereo not drawn)	-1.8	0
O=C(c1ccco1)c1cn(Cc2ccc(Cl)cc2)c2ccccc12	0.2	18
CCOP(=O)(OCC)C1(O)C(=O)Nc2ccc(Br)cc21 (stereo not drawn)	-3.0	19
COC(=O)C1=C(c2cccc(OCc3ccccc3)c2)C[C@@H]2CC[C@H]1N2C(=O)NCc1ccc(OC)cc1	-1.6	16
COc1ccccc1OCCCn1cc(C=O)c2ccccc21	-0.5	33
Cc1cc(OC(=O)CCNC(=O)OC(C)(C)C)c2c3c(c(=O)oc2c1)CCC3	1.2	7
Cc1ccccc1-n1c(C)nc2ccccc2c1=O	1.0	15
CN1CCC23c4c5ccc(O)c4O[C@@H]2[C@H](O)C=CC3C1C5 (stereo partly drawn)	nt	10
COC(=O)C1=C(c2ccc(OCc3ccccc3)cc2)C[C@@H]2CC[C@H]1N2C(=O)NCc1cccc(OC)c1	-1.7	8
COC(=O)C1=C(c2ccc(OC)c(OC)c2)C[C@@H]2CC[C@H]1N2C(=O)N1CCCCC1	-0.9	3
CNC(=O)N(C)c1ccc(C(O)(C(=O)OC)C(F)(F)F)cc1 (stereo not drawn)	-2.2	2
Cc1ncc([N+](=O)[O-])n1CCOc1nonc1N	-0.4	42
O=c1c2ccccc2nc(CNCC2CCCO2)n1-c1ccc(F)cc1 (stereo not drawn)	-0.5	15
COC(=O)C1=C(c2cccc(C#N)c2)C[C@@H]2CC[C@H]1N2C(=O)N1CCCC1	-0.8	7
CCCCn1c(O)c(C=NCCCn2ccnc2)c(=O)[nH]c1=O	-0.4	8
CCN(CC)C(=O)c1ccc(NC(=O)c2cc(S(=O)(=O)N3CCCCCC3)ccc2OC)cc1	-1.1	6
C/C(=N\NC(=O)c1ccccc1O)c1c(O)n(Cc2ccccc2)c(=O)[nH]c1=O	-0.9	18
Cc1cccn2c(=O)c3cc(C(=O)N4CCC5(CC4)OCCO5)n(C)c3nc12	-0.3	7
O=c1[nH]c(=O)n(-c2cccc(Cl)c2)c(O)c1C=NCCCN1CCOCC1	2.5	6
O=C1NC(=O)C(CCc2ccncc2)(CCc2ccncc2)C(=O)N1CCc1ccccc1	-1.2	5
O=[N+]([O-])c1cc(-c2ccc([As](=O)(O)O)cc2)ccc1[As](=O)(O)O	-0.6	nt
C/C(=N\N1CCCCC1)c1c(O)[nH]c(=O)[nH]c1=O	-2.1	14
O=C1CN=C(c2ccccc2Cl)c2cc(Br)ccc2N1	-1.0	9
CC1CCCN(C(=O)CN2C3CCC2CC(O)(c2ccc(F)cc2)C3)C1 (stereo not drawn)	0.1	9
CCCCn1c(O)c(/C=C/C=Nc2ccccc2)c(=O)[nH]c1=O	-0.4	17
C[N+](C)(C)CC(=O)Nc1ccc(Cl)cc1C(=O)c1ccccc1	0.3	-3
CCc1c(C(=O)NN2C(=O)C3C4CCC(O4)C3C2=O)csc1C (stereo not drawn)	-3.1	16
New compounds follow.
SMILES	STK33 inh	OX1R antag
CNC(C(=O)c1ccccc1)C(OC)c1ccccc1 (stereo not drawn)	-1.4	40
COC(=O)C1=C(c2ccc(-c3ccccc3)c(F)c2)C[C@@H]2CC[C@H]1N2C(=O)NCCO	-0.5	-1
CC1CC(C)CN(CC(=O)c2ccc(OC(F)F)cc2)C1 (stereo not drawn)	-1.8	16
COc1ccc2[nH]c3c(c2c1)CCNC3	0.4	2
CC(C)(CN)CC(=O)O	-0.6	9
CCn1c(C)c(C(=O)O)c2cc(OC)ccc21	2.2	5
O=C1NC(=O)C(=Cc2ccsc2)C(=O)N1	-0.5	39
Cc1cc(C)cc(N2C(=O)NC(=O)/C(=C\c3cccn3-c3ccc(Cl)cc3)C2=O)c1	0.3	15
CC(=O)O[C@H]1CC[C@@]2(C)C(=CC[C@@H]3[C@@H]2CC[C@]2(C)C(=O)CC[C@@H]32)C1	-0.5	3
COc1ccc(CCNCC2CCCO2)cc1 (stereo not drawn)	-1.0	4
CCOc1cccc(CNCCc2c(C)[nH]c3ccc(OC(F)(F)F)cc23)c1O	0.1	15
COc1cccc(Oc2c(C)oc3cc(OC(=O)N(C)C)ccc3c2=O)c1	-0.8	5
COCCCNC(=O)c1c(NC(=O)c2ccccc2Cl)n(Cc2ccccc2)c2nc3ccccc3nc12	-0.7	8
BrCC(Br)(Br)Br	-0.2	5
COc1c(C)cc(C(=O)C2CCCN(Cc3cnc(C)s3)C2)cc1C (stereo not drawn)	-0.7	32
O=C1NC(=O)C(=Cc2ccc3ccccc3c2)C(=O)N1	-3.3	6
COc1cc(CN2CCN(c3cc(C)ccc3C)CC2)ccc1O	-0.9	7
OCC(Br)CBr (stereo not drawn)	-0.3	-2
COC(=O)C1=C(c2cc3ccccc3s2)C[C@@H]2CC[C@H]1N2C(=O)NCc1cccc2ccccc12	-0.4	61
Cc1cccc(OP(=O)(Oc2ccccc2)OC(c2ccccc2)C(F)(F)F)c1 (stereo not drawn)	0.9	40
Clc1cnc(Oc2ccc(Oc3ncc(Cl)cc3Cl)cc2)c(Cl)c1	0.0	12
CCOc1ccccc1-n1c(O)c(C=Nc2c(C)n(C)n(-c3ccccc3)c2=O)c(=O)[nH]c1=O	-1.1	6
CC1=C2C3OC(=O)C(C)C3CC[C@@]2(C)C=CC1=O (stereo partly drawn)	-1.9	9
Cc1cc(/C=C2\C(=O)NC(=O)N(c3ccccc3)C2=O)c(C)n1-c1ccc(C(=O)O)c(Cl)c1	-0.6	nt
O=c1[nH]c(=O)n(-c2ccc(Br)cc2)c(O)c1C=NCCN1CCCCC1	0.3	1
CN(C)CCCNCC(=O)Nc1ccc(Cl)cc1C(=O)c1ccccc1	-0.5	13
Cc1ccc2c(c1Cl)NC(C(=O)O)C1CC(Sc3ccccc3[N+](=O)[O-])C(Cl)C21 (stereo not drawn)	-1.4	25
NP(=O)(OCCCc1ccccc1)Oc1ccc(Cl)cc1 (stereo not drawn)	-2.8	6
CCOC(=O)c1c(N)n(CCN2CCOCC2)c2nc3ccccc3nc12	0.0	42
O=[N+]([O-])c1cc([As](=O)(O)O)ccc1O	-0.3	12
CC[C@H](C)/C=C(C)/C=C/C1=CC2=C(Cl)C(=O)[C@](C)(OC(C)=O)C(=O)C2=CO1	nt	-4
O=[N+]([O-])c1ccc(NCc2ccc(Cl)cc2)c2ccncc12	0.4	5
CCOc1cc(C=C2C(=O)NC(=O)NC2=O)ccc1OCC(=O)N1CCOCC1	-0.6	7
CCCCCCCCCCCCn1ccc(=N)cc1	2.5	23
CCOC(=O)c1ccc(N2C(=O)CC(N3CC=C(c4ccc(F)cc4)CC3)C2=O)cc1 (stereo not drawn)	-0.6	17
CN(CCCCC(=O)/C=N/O)Cc1ccccc1 (tested in a mixture with another compound)	-0.4	15
Cc1ccccc1NC(=O)c1cc(-c2ccccc2)n(CCCN2CCOCC2)c1C	-0.5	14
COc1ccc(CCn2c(O)c(C=NCc3cccnc3)c(=O)[nH]c2=O)cc1OC	-0.6	4
NC(=O)OCCCc1ccccc1	-1.6	13
Cn1c(O)c(C2=NN(C(=O)CCl)C(c3ccccc3)C2)c(=O)n(C)c1=O (stereo not drawn)	0.1	-1
CCCCCCCn1c(=O)c(C(=O)Nc2cnccn2)c(O)c2ccccc21	-1.3	5
Nc1c(C(=O)NCCN2CCOCC2)c2nc3ccccc3nc2n1Cc1ccco1	3.7	24
O=C1N(c2ccc(Cl)cc2)C(c2cccnc2)N2CCCN12 (stereo not drawn)	-1.9	5
CCOP(=O)(OCC)C(c1ccccc1)N(C)C=O (stereo not drawn)	-0.9	10
COCCCn1c(N)c(C(=O)Nc2sc3c(c2C(=O)OC)CCCC3)c2nc3ccccc3nc21	-1.2	-2
Cc1ccc(NC(=S)NCCc2cnc[nH]2)cc1C	-0.7	5
Nc1c(C(=O)OCc2ccccc2)c2nc3ccccc3nc2n1Cc1cccs1	-1.7	16
Cc1ccc2c(c1)C1C[N+](C)(CC(=O)c3ccc(Cl)cc3Cl)CCC1N2C(=O)c1ccc(F)cc1 (stereo not drawn)	-0.1	-2
CCCCn1c(O)c(C(C)=NCCN2CCOCC2)c(=O)[nH]c1=O	-1.0	7
O=C(COC(=O)Cc1ccccc1)Nc1ccc(SC(F)F)cc1	-1.0	1

7 entries already listed, sorted by length of the SMILES, lowest first.
SMILES	STK33 inh	OX1R antag
CCOP(=O)(OCC)C(c1ccccc1)N(C)C=O (stereo not drawn)	-0.9	10
O=C(COC(=O)Cc1ccccc1)Nc1ccc(SC(F)F)cc1	-1.0	1
CCCCn1c(O)c(C(C)=NCCN2CCOCC2)c(=O)[nH]c1=O	-1.0	7
CCCCCCCn1c(=O)c(C(=O)Nc2cnccn2)c(O)c2ccccc21	-1.3	5
Nc1c(C(=O)OCc2ccccc2)c2nc3ccccc3nc2n1Cc1cccs1	-1.7	16
Nc1c(C(=O)NCCN2CCOCC2)c2nc3ccccc3nc2n1Cc1ccco1	3.7	24
Cc1ccc2c(c1)C1C[N+](C)(CC(=O)c3ccc(Cl)cc3Cl)CCC1N2C(=O)c1ccc(F)cc1 (stereo not drawn)	-0.1	-2

(further entries)
SMILES	STK33 inh	OX1R antag
CCOc1cc2c(cc1OCC)-n1cccc1C(c1ccccc1F)NC2 (stereo not drawn)	3.7	10
Cc1ccc2c(c1)C1CN(C)CCC1N2C(=O)CCCN1C(=O)c2cccc3cccc(c23)C1=O (stereo not drawn)	-1.1	42
CCOC(=O)c1c(/N=C/c2c(O)n(-c3ccccc3F)c(=S)[nH]c2=O)sc2c1CCCC2	-1.3	20
C[C@]12CC[C@H]3[C@@H](CCC4=CC(=O)CC[C@@]43C)[C@@H]1CC[C@@H]2O	nt	4
CC[C@@H]1C=CC=CC[C@H](C)[C@@H](O)[C@@H](C)C(=O)[C@H](C)[C@@H](O)[C@H](C)C(=O)[C@H](C)[C@@H](O)[C@H](C)C=CC(=O)O[C@H]2[C@@H](C)[C@@H](CC1)O[C@@]1(CC[C@@H](C)[C@@H](C[C@H](C)O)O1)[C@@H]2C	-0.3	13
O=[N+]([O-])/C=C1/NCCN1Cc1ccc(Cl)nc1	-0.1	11
CC(C)C(=O)Nc1nnc(CCN(CCc2nnc(NC(=O)C(C)C)s2)[N+](=O)[O-])s1	-0.9	6
Cc1ccc(C(=O)C2CN3CCC2CC3)cc1 (stereo not drawn)	0.0	6
Cc1cccc2c(CCN)c[nH]c12	2.3	13
Cn1c(O)c(C=NCCCC(=O)O)c(=O)n(C)c1=O	-0.6	9
CCN(CC(=O)Nc1ccc(C#N)c(Cl)c1)CC(=O)NC(C)(C)C	1.5	18
CCCS(=O)(=O)N1CCCC(C(=O)N2CCC3(CC2)OCCO3)C1 (stereo not drawn)	1.9	-1
CCOC(=O)c1cccc(-[n+]2c(-c3ccccc3)cc(-c3ccccc3)cc2-c2ccccc2)c1	2.7	23
CCOC(=O)C1(CCc2ccccc2)CCN(Cc2csc(C(C)=O)c2)CC1	-0.7	10
